MT1-MMP txn act = MT1-MMP promoter reporter activation – cell-based, luciferase luminescence, primary screen | HT1080 MT1-MMP promoter luciferase reporter, overnight; active compounds read high | AID 750, 2007 | activation factor at 10 µM | 86,000 tested, 0.16% active;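 active means activation factor of at least 2 for MT1-MMP transcription at 10 µM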
CYP2C19 act = human CYP2C19 activators, primary screen, biochemical, luminescence; Cytochrome P450 2C19 (Homo sapiens), P33261; recombinant CYP2C19, luciferin-H EGE luminescence; active compounds read high; 0 = fully inhibited enzyme, 1 = untreated enzyme; activation factor at 5 µM; 96,000 tested, under 10 active; AID 1025, 2008;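 active means activation factor of at least 2 at 5 µM in the primary screen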;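 further: 0 = wells with 2.5 mM tranylcypromine and 1 = vehicle-only wells; values of inactives mirror those of a sister screen read the other way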
Target sequence (P33261 whole entry, looked up): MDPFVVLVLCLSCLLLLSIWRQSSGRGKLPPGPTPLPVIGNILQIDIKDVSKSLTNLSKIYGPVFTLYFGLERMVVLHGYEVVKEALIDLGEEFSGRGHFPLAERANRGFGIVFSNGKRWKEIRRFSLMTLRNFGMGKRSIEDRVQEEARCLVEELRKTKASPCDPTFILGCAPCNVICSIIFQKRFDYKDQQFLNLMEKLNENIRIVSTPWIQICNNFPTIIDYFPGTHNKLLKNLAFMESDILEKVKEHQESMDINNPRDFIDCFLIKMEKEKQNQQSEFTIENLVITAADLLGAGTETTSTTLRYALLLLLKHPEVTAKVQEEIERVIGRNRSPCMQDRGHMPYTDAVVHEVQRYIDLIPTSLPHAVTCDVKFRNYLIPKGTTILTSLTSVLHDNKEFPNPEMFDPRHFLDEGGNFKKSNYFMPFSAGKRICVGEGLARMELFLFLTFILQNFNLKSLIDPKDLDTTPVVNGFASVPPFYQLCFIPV
CD11b adhes enh = enhancers of CD11b/CD18 adhesion to fibrinogen, primary screen, K562 cells, luminescence | AID 1499, 2009 | ATPlite luminescence | 93,000 tested, 0.07% active | activation, % at 10 µM | Integrin beta-2 (Homo sapiens) + Integrin alpha-M (Homo sapiens), P05107+P11215;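 active means 10 µM primary screen giving 50% or more activity, confirmed by 40% or more on retest at that dose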; further: strong numbers were not always called active; reference of the scale not given here
CD11b adhes inh = inhibitors of CD11b/CD18 adhesion to fibrinogen, primary screen, K562 cells, luminescence; ATPlite luminescence; Mn2+ added to activate the integrin; inhibition, % at 10 µM; 93,000 tested, 0.54% active; AID 1497, 2009;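 active means primary inhibition of 50% or more at 10 µM, then 40% or more on retest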; further: some results filed as inactive read as strong as hits
PLAP act = PLAP enzyme activators, biochemical, luminescence, HTS; Alkaline phosphatase, placental type (Homo sapiens), P05187; purified PLAP enzyme, luminescent substrate read-out; active compounds read high; activation fold at 20 µM; 96,000 tested, 1.2% active; in the data active means activation fold above about 2
Target sequence (P05187 whole entry, looked up): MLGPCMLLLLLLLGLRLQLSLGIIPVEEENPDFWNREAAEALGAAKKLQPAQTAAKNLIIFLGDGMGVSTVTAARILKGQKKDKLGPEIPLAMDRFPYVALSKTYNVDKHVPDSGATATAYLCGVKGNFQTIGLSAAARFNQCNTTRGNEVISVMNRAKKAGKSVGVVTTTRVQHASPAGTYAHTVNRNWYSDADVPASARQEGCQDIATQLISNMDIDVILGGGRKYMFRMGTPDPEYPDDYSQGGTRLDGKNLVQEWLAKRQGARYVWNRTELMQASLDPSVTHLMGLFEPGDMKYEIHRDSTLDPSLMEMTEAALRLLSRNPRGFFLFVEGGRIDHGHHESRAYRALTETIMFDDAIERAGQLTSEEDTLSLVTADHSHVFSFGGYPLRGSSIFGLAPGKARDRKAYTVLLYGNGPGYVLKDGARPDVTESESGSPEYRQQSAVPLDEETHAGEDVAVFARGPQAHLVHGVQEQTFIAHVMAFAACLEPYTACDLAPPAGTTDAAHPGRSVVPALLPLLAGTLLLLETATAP
Pyk2 oligo antag = antagonists of Pyk2 self-association, primary screen, Q293 cells, FERM NanoBiT luminescence, HTS; z-score (the deposit names both 25 µM and 10 µM); active compounds read low; Protein-tyrosine kinase 2-beta (Homo sapiens), Q14289; 99,000 tested, 0.83% active;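 active means Z-score of -3 or lower, scaled per plate to the spread of control and sample wells; inactive means z-score above -3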;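 further: negative z-score means lost luminescence so less FERM oligomerization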
CYP2C19 inhib = blockers of cytochrome P450 2C19 activity – biochemical, luminescence, ADME assay, primary screen; P33261; CYP2C19 Supersomes, luciferin-H EGE luminescence, 30 min; inhibition, % at 5 µM; 96,000 tested, 21% active;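 active means CYP2C19 inhibition above a set limit at 5 µM in the primary screen, cut at about 50% in these data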;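 further: plate controls were negative control wells for no effect and 2.5 mM tranylcypromine positive control for full effect; values of inactives mirror those of a sister screen read the other way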
CYP2C9 inh = blockers of cytochrome P450 2C9 activity – biochemical, luminescence, ADME assay, primary screen; CYP2C9 Supersomes, luciferin-H conversion; inhibition, % at 5 µM; 96,000 tested, 20% active;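 active means blocking of liver enzyme CYP2C9 beyond about 50% at 5 µM, limit read from the data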; further: values of inactives mirror those of a sister screen read the other way
CYP2C9 activ = human CYP2C9 activators, primary screen, biochemical, luminescence | Cytochrome P450 2C9 (Homo sapiens), P11712 | recombinant CYP2C9, luciferin-H conversion; active compounds read high; factor 1 = untreated enzyme, 0 = blocked | activation factor at 5 µM | 96,000 tested, 1.4% active;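 active means activation factor of 2 or more for CYP2C9 at a 5 µM dose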;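 further: 0 = sulfaphenazole-blocked wells and 1 = vehicle-only wells; values of inactives mirror those of a sister screen read the other way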
* = called active by the depositor; / = not tested or not shown.

SMILES	MT1-MMP txn act	CYP2C19 act	CD11b adhes enh	CD11b adhes inh	PLAP act	Pyk2 oligo antag	CYP2C19 inhib	CYP2C9 inh	CYP2C9 activ
CCCCN(C)CCCNC(=O)C1CC(=O)N(Cc2ccc(OC)cc2)C1 (centres undefined)	/	1.2	-4	12	1.3	-0.37	-16	-14	1.1
CC1=NN(c2ccc(N)cc2)C(=O)C1	/	1	-1	-17	0.8	0.01	3	-1	1
CCOC(=O)c1[nH]c(C)c(C(=O)NC(C)(C)C)c1C	1.2	1.1	-4	2	1.1	-0.12	-13	-4	1
COC(=O)c1ccc(-c2ccco2)n1Cc1cccc(C)c1	1.3	0.4	2	3	0.7	0.24	60*	81*	0.2
CCOC(=O)N1CCN(C(=O)COc2ccccc2OC)CC1	1.1	0.7	-4	-9	1	0.24	28	-1	1
O=S(=O)(NCc1cccnc1)c1cccs1	1	0.7	-1	-10	0.9	1.2	29	8	0.9
CCCOc1ccc2c(C)c(CC(=O)OC)c(=O)oc2c1	1.3	0.9	6	-3	1	-0.12	13	37	0.6
CN(C)/C=C(/C#N)C(=O)c1cccc(Oc2ccc(C(C)(C)C)cc2)c1	1.1	0.2	-8	82*	1.5	-1.6	78*	50	0.5
N#CC1C(=O)NC(N2CCN(c3ccccc3)CC2)=NC12CCCCC2 (centres undefined)	1	0.9	1	-8	1	0.5	11	21	0.8
COCCCNc1c2c3c(cccc3[nH]c1=O)C(=O)c1ccccc1-2	1	0.6	0	10	1	/	40	61*	0.4
CCN(CC)CC(=O)c1c[nH]c2ccc(C)cc12	1.1	1.1	2	4	1	-0.51	-13	-15	1.1
COCCN(CCOC)Cc1c(O)ccc2c3c(c(=O)oc12)CCC3	1	1	2	6	1.3	2.5	0	2	1
COc1cccc(OCCSc2nnc3sc4ccccc4n23)c1	1	0.5	0	6	1.6	-0.17	50*	-85	1.9
Cc1cccc(CC2CC(=O)N(c3ncccn3)C2=O)c1 (centres undefined)	1.3	0.9	0	-10	1	-0.06	7	0	1
O=S(=O)(/C=C/c1ccccc1)NCCc1ccccn1	1	0.5	2	-2	1	1.8	54*	-35	1.4
COc1cccc(N2C(=O)C(c3ccccc3)=C(c3nc4ccccc4s3)C2NC(C)=O)c1 (centres undefined)	1.1	0.4	-6	-6	1.2	-1	56*	51*	0.5
Cc1cc(C)c(NC(=O)c2ccc(S(=O)(=O)N(C)C)cc2)c(C)n1	1	0.8	1	-23	1	1.2	23	1	1
CCCn1c(=O)c2ccccc2n2c(SCC(=O)c3cc(C)n(CC4CCCO4)c3C)nnc12 (centres undefined)	1	0.9	3	-14	1.3	/	9	16	0.8
COC(=O)c1c(NC(NC(=O)C(C)(C)C)C(Cl)(Cl)Cl)sc2c1CCC2 (centres undefined)	/	0.8	-3	1	1.1	-0.71	16	8	0.9
Clc1ccc2c(NCc3ccccn3)ncnc2c1	1.2	0.4	-2	-19	1.1	0.41	62*	48	0.5
CC(C(=O)O)N1C(=O)CSc2ncccc21 (centres undefined)	1.2	1	-3	-17	1	0.36	-4	-3	1
COc1ccc(C(=N/O)/C(=N/O)c2ccc(OC)cc2)cc1	1.2	0.4	-6	3	1.1	-0.22	60*	27	0.7
COCC(C)NC(=O)c1ccc(-n2nc(C(F)(F)F)cc2-c2cccs2)cc1 (centres undefined)	/	0.9	0	-10	1.7	-1.3	12	37	0.6
CC(=O)Nc1ccc(NC(=O)COC(=O)c2ccc(C)s2)cc1	1.2	1	-4	3	1.1	0.37	4	15	0.8
COCCn1c(SCC(=O)Nc2ncc(C)s2)nc2sc3c(c2c1=O)CCC3	1.1	0.8	-2	22	1.1	/	18	52*	0.5
O=C(Nc1ccc(-c2nnco2)cc1)c1ccccc1	1.3	0.2	-1	6	0.6	0.31	83*	77*	0.2
CCOC(=O)c1sc(NC(=O)CSc2nnc(Cc3ccccc3)o2)c(C(=O)OCC)c1C	1.1	0.5	4	-18	1.4	-0.51	54*	78*	0.2
COc1ccc(CC(=O)NNC(=S)Nc2ccccc2)cc1Br	/	0.3	-2	9	1.5	1	74*	37	0.6
CCC(=O)N1CCN(c2c(Cl)cccc2[N+](=O)[O-])CC1	/	0.8	-1	8	0.8	0.53	21	18	0.8
NC(=O)CCCCC(=O)OCCCc1cccs1	1.3	0.9	-5	1	0.9	0.08	9	4	1
COc1ccccc1-c1nc(C#N)c(N2CCN(c3ccccc3)CC2)o1	1.1	0.2	/	/	1	0.8	80*	0	1
Cc1cccc(-n2nnc3cnn(C)c3c2=O)c1	1.1	0.9	/	/	1.1	1.3	14	-1	1
Cc1cc(Cl)ccc1OCCCC(=O)N1CCN(C(=O)c2ccco2)CC1	1	0.4	-2	6	1.7	-0.45	65*	27	0.7
Oc1ccc(Cl)cc1CNc1ccc(Br)cn1	1.5	0.8	0	5	1.1	-0.87	23	24	0.8
Cc1cc(C)c(S(=O)(=O)N(CC(=O)N2CCOCC2)C2CCCCC2)c(C)c1	1	0.6	6	-13	1.7	1.6	37	75*	0.3
COC(=O)c1ccc2c(=O)[nH]c(CN3c4ccccc4CC3C)nc2c1 (centres undefined)	1.2	0.8	42	-14	1.6	-1.3	22	82*	0.2
Cc1ccc(CSCC(=O)N/N=C/c2ccc(OCC(=O)Nc3ccc(C)cc3)cc2)cc1	/	0.7	8	4	1	0.69	29	30	0.7
O=C(CCSc1ccccc1)Nc1ccc(S(=O)(=O)N2CCOCC2)cc1	1	0.4	2	0	1.7	-0.18	55*	85*	0.2
COCCn1c(SCC(=O)Nc2cccc(C(=O)OC)c2)nc2ccccc2c1=O	0.9	0.7	2	0	1	-1.3	28	56*	0.4
O=C(c1cccc(F)c1)N1CCN(S(=O)(=O)c2ccc(C(F)(F)F)cc2)CC1	1.1	0.8	-2	1	1	-0.07	25	4	1
COC(=O)/C=c1/s/c(=C(\C#N)C(=O)NCc2ccco2)n(-c2ccccc2)c1=O	1.1	0.9	2	-4	1.7	1.2	11	8	0.9
O=C(COC(=O)c1n[nH]c2ccccc12)NC(=O)NCc1ccco1	1.1	0.6	-2	-22	1.5	0.01	39	28	0.7
CCOC(=O)C1CCN(S(=O)(=O)Cc2ccccc2)CC1	1.2	0.6	-2	8	1.1	0.76	45	69*	0.3
CCc1nnc(NC(=O)CSc2ncc(-c3ccccc3)n2C)s1	1.3	0.6	-4	-14	1.6	-0.5	38	45	0.6
O=C(c1ccc2c(c1)N(Cc1ccccc1)C(=O)c1ccccc1S2)N1CCCC1	1.1	0.4	/	/	1.4	-2.5	63*	49	0.5
CCCCN(CC)S(=O)(=O)c1ccccc1	1	0.2	9	8	1.1	0.48	81*	-12	1.1
O=C(O)CCCCCCNS(=O)(=O)c1ccccc1	1	1.1	-2	7	1	1.4	-10	-1	1
COc1ccc(-c2nnc3sc(-c4ccccc4OC)nn23)cc1	1	1	-1	-10	0.9	0.1	-4	19	0.8
CCCCS/C(N)=N/N=C/c1cc(C)ccc1O	1.4	0.9	-4	11	0.8	-0.03	13	45	0.6
Cc1cccc(N=Nc2c(N)n[nH]c2-c2ccc(Cl)cc2)c1	/	1	/	/	1	-0.93	-3	-3	1
CCN1CCN(c2ccc(NC(=O)c3ccc4c(c3)OCO4)cc2)CC1	1.5	1	1	-35	1	0.16	1	-4	1
CCCN1C2CCCC1CC(NC(=O)c1ccc(F)cc1)C2 (centres undefined)	1	1	-7	12	1	0.22	-3	6	0.9
COc1ccccc1-c1cc(C(=O)NCCCn2ccnc2)no1	1	0.2	19	-32	1.2	0.5	78*	-26	1.3
Cc1ccc(C23CC4CC(CC(NC(=O)NC(C)(C)CO)(C4)C2)C3)cc1	1	0.3	0	-34	2.3*	-1	73*	75*	0.3
Cc1ccc(OCc2nc(C#N)c(N3CCN(Cc4ccccc4)CC3)o2)cc1	1.1	0.3	/	/	1.2	1.2	68*	84*	0.2
O=C(NCc1ccc(N2CCCC2=O)cc1)c1cn(Cc2ccccc2)nn1	1.2	1	0	-11	0.9	1.6	4	8	0.9
Cc1cc(C)c2ccc(N)nc2c1O	0.8	1	-2	-14	0.6	0.31	-5	-18	1.2
CC(C)(C)c1ccc(-c2nc(C=O)c3ccccn23)cc1	/	0.9	-5	10	1	0.54	15	44	0.6
CCCN(CCC)CCCNC(=O)c1ccc2c(c1)N(CC)C(=O)c1ccccc1S2=O (centres undefined)	1.2	1	-2	1	1.4	-0.14	-1	10	0.9
O=S(=O)(Nc1ccc(N2CCOCC2)cc1)c1ccc(Cl)s1	/	0	2	-1	1.3	0.2	100*	100*	0

Complete entries as entered above. Order of screens: MT1-MMP txn act | CYP2C19 act | CD11b adhes enh | CD11b adhes inh | PLAP act | Pyk2 oligo antag | CYP2C19 inhib | CYP2C9 inh | CYP2C9 activ
CCOC(=O)N1CCN(C(=O)COc2ccccc2OC)CC1 in the list: 1.1 | 0.7 | -4 | -9 | 1 | 0.24 | 28 | -1 | 1
CCN1CCN(c2ccc(NC(=O)c3ccc4c(c3)OCO4)cc2)CC1 in the list: 1.5 | 1 | 1 | -35 | 1 | 0.16 | 1 | -4 | 1

Further structures:
SMILES	MT1-MMP txn act	CYP2C19 act	CD11b adhes enh	CD11b adhes inh	PLAP act	Pyk2 oligo antag	CYP2C19 inhib	CYP2C9 inh	CYP2C9 activ
Oc1ccc(-c2nccc(-c3cccs3)n2)cc1	/	0.8	/	/	0.9	-1.9	18	68*	0.3
COc1cccc(C2Nc3cc(Cl)c(S(N)(=O)=O)cc3S(=O)(=O)N2)c1 (centres undefined)	/	1.2	0	16	0.6	0.5	-17	14	0.9
CCN(CC)c1ccc(-n2c(C)c(C(C)=O)c(C(C)=O)c2C)cc1	1.3	0.3	-3	8	1.2	0.74	67*	80*	0.2
COc1cc(C(=O)NCCOc2cccc(C)c2)c(Br)c(OC)c1OC	/	0.5	-1	1	1	0.29	52*	-19	1.2
COc1ccc(C(=O)NC2CCCCCC2)cc1S(=O)(=O)Nc1ccc(Br)cc1	1.3	1.1	-2	0	1.2	-0.05	-13	13	0.9
O=C(NC1CC1)c1cc2c(s1)-c1ccccc1OC2	1.6	0.9	1	46	0.9	/	13	14	0.9
O=C(Cn1ncc2c1-c1ccccc1OC2)Nc1nc2ccccc2s1	1	0.5	-1	-4	1.2	/	46	55*	0.4
COc1ccc(C(=O)COC(=O)CN2C(=O)C3C4C=CC(C4)C3C2=O)cc1 (centres undefined)	1.2	0.7	-2	-27	1.2	0.69	26	1	1
O=C(c1c(F)cccc1F)N1CCN(c2cccc(C(F)(F)F)c2)CC1	1.1	0.1	0	3	1.4	-0.27	94*	80*	0.2
CC(C)N1C(=O)c2ccccc2C1C(=O)NC1CCCCCC1 (centres undefined)	1	1	-6	9	1.2	2.7	-2	-36	1.4
CCCc1nnc(NC(=O)c2cccs2)s1	1.4	0.9	/	/	0.9	0.27	8	15	0.9
O=C(NCc1ccccn1)C1CCN(S(=O)(=O)c2cnc[nH]2)CC1	1	1.1	1	-8	1.1	-0.1	-13	-6	1.1
Cc1cccc(NC(=O)NCCN2C(=O)C3C4C=CC(C4)C3C2=O)c1 (centres undefined)	1.2	0.2	2	-7	1.1	/	80*	6	0.9
Cc1ccccc1OCCCCCn1ccnc1	1	0	-5	6	0.9	-0.31	100*	100*	0

Screening data as filed in PubChem BioAssay.
